# Lipid storage S3: qHTS Assay for Lipid Storage Modulators in Drosophila S3 Cells; 320,000 tested, 0.64% active; Drosophila S3 cells, BODIPY lipid droplet fluorescence, 18-24 h; cells fed with added oleic acid; AID 2685, 2010; lipid storage change, negative = inhibition, % at the top dose, mostly 46.1 µM; hits show Potency in µM; active = well fitted inhibition curve with a large enough effect in the signal ratio, with a control signal flat, not every such curve was filed as active; inconclusive = small, poorly fitted or top-dose-only effect, or effect the other way, or a change in a side signal; the % refers to the signal ratio
#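 Drosophila S3 cells loaded with oleic acid (400 uM, as added) and compounds at several concentrations; lipid droplets imaged by 488-nm laser-scanning cytometry, 500–530 nm intensity and object ratio to cell channel. Percent activity normalized to 20 uM Triacsin C.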
# Lipid storage S3 cell count max: further read-out of Lipid storage S3, marked with its call; cell number change, %; measured here: cell count max response;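 cells counted by Cell Tracker Red CMTPX staining in the red channel; peak over a dose series mostly up to 46.1 µM; percent activity relative to internal control wells on each plate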
# Starred values were filed as active, the others as inactive; i = inactive; ? = inconclusive; . = no result given; [ ] = dose if it differs, or a comment. % is set by controls: 0 for no effect and ±100 for the full control effect; potency is the fitted concentration of half-maximal effect. Not all compounds are listed. The share of hits here may be higher or lower than overall.
mol | Lipid storage S3 | Lipid storage S3 cell count max
CCC1(C)Cc2c(C#N)c(N)n(-c3ccccc3)c(=S)c2CO1 (stereo unspecified) | 0.2% | 2.3
CN(CC(=O)NCCc1ccc(F)cc1)Cc1ccccc1 | 6.3% | -10.3
COc1ccc(-c2csc(N3CCN(Cc4ccc5c(c4)OCO5)CC3)n2)cc1 | ? | .
CC(C)OC(=O)Cn1cnc2ccc(Br)cc2c1=O | ? | .
CCCNC(=O)c1ccccc1NS(=O)(=O)c1ccc(OC)c(OC)c1 | 2.7% | -17.8
COc1ccc(OC)c(CNc2ncc(-c3ccc(F)cc3)n2C)c1 | 32.6µM* | -16.1*
Nc1ccc(Oc2ncccn2)c(Cl)c1 | i | 16.2
Cc1ccccc1CC(=O)N1CCN(S(=O)(=O)c2cccs2)CC1 | ? | .
CCOC(=O)C1CCCN(C(=O)c2sc3nc(-c4ccc(OC)cc4)cn3c2C)C1 (stereo unspecified) | ? | .
COc1ccc(C(CNC(=O)c2c(C)nn(Cc3ccccc3)c2Cl)N2CCOCC2)cc1 (stereo unspecified) | ? | .
CCOc1ccc(OCC(=O)OCc2csc(CC(=O)Nc3ccccc3C)n2)cc1 | i[0.0737 µM] | -22.2
O=C(NN=C1CCN(Cc2ccccc2)CC1)C(O)c1ccccc1 (stereo unspecified) | -4.1% | -6.1
COc1ccc(S(=O)(=O)N2CCCCC2)cc1NS(=O)(=O)c1ccccc1F | ? | .
CC(=O)N=c1sc2nc3ccccc3nc2n1N(C(C)=O)C(C)=O | i | 11.7
Cc1c(C)n(C(=O)CN2CCN(c3ccccn3)CC2)c2ccccc12 | ? | .
O=C(NC1CCCCC1)C(c1ccccc1)N(Cc1ccco1)C(=O)Cn1cnc2ccccc21 (stereo unspecified) | ? | .
COC(=O)c1ccc(Oc2nc(Nc3ccc(F)cc3)nc(N3CCCC3)n2)cc1 | ? | .
C#CCOC(=O)CCCNc1ccc([N+](=O)[O-])cc1[N+](=O)[O-] | 17.8% | -1.4
CCN(CC)CCCNC(=O)c1ccc2c(Cl)c3c(nc2c1)CCCC3 | 0.5% | -33.3
CC1=[N+](C)c2ccc3ccccc3c2C1(C)C | ? | .
CC(O)C(=O)NCCOCCOCCNC(=O)C(C)O (stereo unspecified) | -16.6% | 1.1
CCOC(=O)CSc1nn(-c2ccccc2)c(=S)s1 | -2.8% | -7.0
COc1ccc(NC(=O)N2CCCC2C(=O)Nc2cccc(C)c2C)cc1 (stereo unspecified) | ? | .
Cc1[nH]c(C(=O)N/N=C/c2ccc(C(=O)O)cc2)c(C)c1C(=O)N/N=C/c1ccc(C(=O)O)cc1 | -7.5% | 7.8
COc1ccc(NS(=O)(=O)c2cc(NC(=O)c3cc(=O)c4ccccc4o3)ccc2OC)cc1 | ? | .
CC1=C(C(=O)Nc2ccc(Cl)cc2C(=O)N2CCC(C(N)=O)CC2)SCCO1 | i | -13.3
N#CC1=C(N)Nc2ncnn2C1c1ccc([N+](=O)[O-])cc1 (stereo unspecified) | 0.0% | 4.7
Cc1cc(C(=O)NC2CCCCC2C)c2ccccc2n1 (stereo unspecified) | ? | .
Cn1c(SCC(=O)Nc2cccc(NC(=O)c3cccs3)c2)nnc1-c1ccncc1 | 14.5% | -10.9
N#CC(c1ccccc1)(c1ncc(C(F)(F)F)cc1Cl)N1CCOCC1 (stereo unspecified) | ? | .
CCOc1ccc2[nH]c(=O)c(CN(CCCO)C(C)=O)cc2c1 | -5.0% | 10.3
CC(C)[C@H](NS(=O)(=O)c1cccc(C(F)(F)F)c1)C(=O)OCC(N)=O | ? | .
CCc1ccc(C(=O)OCC(=O)c2c(N)n(CC(C)C)c(=O)n(C)c2=O)cc1 | 12.3% | 24.7
Cc1c(Cl)c(C(=O)NNC(=S)Nc2ccccc2)nn1C | ? | .
CN(CCC#N)c1ccc(/C=C(\C#N)c2ccccn2)cc1 | ? | .
CC(C)(C)OC(=O)CNC(=O)c1[nH]cnc1C(=O)NCCCCCNC(=O)OC(C)(C)C | ? | .
O=C(NC1CCOCC1)C1CCC(=O)N(CCc2ccc(Cl)cc2)C1 (stereo unspecified) | ? | .
C#CCOCCOCCOCCNc1nc(N2CCN(C(=O)[C@H](CCCCN)n3cc(C(N)CC(C)C)nn3)CC2)nc(N2CCN(C(=O)[C@H](CCC(=O)O)n3cc(C(N)[C@H](C)CC)nn3)CC2)n1 (stereo partly specified) | -5.2% | -10.4
COc1ccc(/C(N)=N/OC(=O)c2cccc([N+](=O)[O-])c2)cc1OC | ? | .
CC1CCN(CC(=O)Nc2ccc(S(=O)(=O)N3CCCCC3)cc2)CC1 | ? | .
COCCNC(=O)CSc1ncnc2sc(-c3ccccc3)cc12 | 0.5% | 7.7
CC(=O)N(c1ccc(Cl)cc1)c1cn(C(C)=O)c2ccccc12 | 25.2%[9.22 µM] | 8.7
Cc1cc2c(cc1C)N(C(=O)CSC1=NCCS1)C(C)(C)c1ssc(=S)c1-2 | ? | .
CCCCn1nc(NC(=O)c2cccs2)c2cc3ccccc3nc21 | ? | .
CCn1ncc(Br)c1C(=O)Nc1ccc(C(C)C)cc1 | ? | .
Cc1c(C(=O)NNS(=O)(=O)c2ccccc2Cl)sc(=S)n1C | i | -4.4
COc1ccccc1CNCC(=O)NCc1ccc(C)cc1 | ? | .
CC(=O)Nc1ccc(S(=O)(=O)NCC2CCC(C(=O)NCCc3ccccc3)CC2)cc1 (stereo unspecified) | ? | .
O=C(NC1CCN(C(=O)NCc2ccccc2)CC1)c1ccco1 | ? | .
O=C(O)c1cccc(NC(=S)NC(=O)c2cccc(OCc3ccccc3)c2)c1 | -11.3% | -10.3
COC(=O)c1sc(-c2ccc(Cl)cc2)cc1N | ? | .
O=C(NC(C(=O)N/N=C/c1ccccc1)c1n[nH]c(=O)c2ccccc12)c1ccccc1 (stereo unspecified) | 0.8% | -16.3
O=C(CCSc1ccccc1)N1CCN(c2ccccc2)CC1 | ? | .
CCCn1cnc2scc(-c3ccc(C)cc3)c2c1=O | 2.7% | -4.5
O=C(NC(=S)N1CCN(c2ccccc2)CC1)c1ccc(S(=O)(=O)N2CCOCC2)cc1 | ? | .
Cc1cc2n(n1)C(c1c[nH]c3ccccc13)Nc1ccccc1-2 (stereo unspecified) | ? | .
O=C(CN1C(=O)c2ccccc2C1=O)N1CCOCC1 | ? | .
COC(=O)C1=C(CSc2nc3c(cc2C#N)CN(C)CC3)OC(N)=C(C#N)C1c1ccc(F)cc1 (stereo unspecified) | 0.3% | -0.1
COc1ccc2[nH]c(=O)c(CN(CCc3cccc(C)c3)C(C)=O)cc2c1 | ? | .
CCn1c(N2CCN(CC(=O)c3c(C)n(C)c4ccc(OC)cc34)CC2)nc2c1c(=O)[nH]c(=O)n2C | 16.6% | -25.9

# Entries from the list above that have a COOH group (three):
mol | Lipid storage S3 | Lipid storage S3 cell count max
Cc1[nH]c(C(=O)N/N=C/c2ccc(C(=O)O)cc2)c(C)c1C(=O)N/N=C/c1ccc(C(=O)O)cc1 | -7.5% | 7.8
C#CCOCCOCCOCCNc1nc(N2CCN(C(=O)[C@H](CCCCN)n3cc(C(N)CC(C)C)nn3)CC2)nc(N2CCN(C(=O)[C@H](CCC(=O)O)n3cc(C(N)[C@H](C)CC)nn3)CC2)n1 (stereo partly specified) | -5.2% | -10.4
O=C(O)c1cccc(NC(=S)NC(=O)c2cccc(OCc3ccccc3)c2)c1 | -11.3% | -10.3

# New compounds follow.
mol | Lipid storage S3 | Lipid storage S3 cell count max
COC(=O)N/N=C/c1ccccc1OCCOc1ccc(OC)cc1 | ? | .
CC(=O)N(/N=C1/C(=O)Nc2ccccc21)c1ccccc1 | i | 11.7
O=C(Nc1ccc2c(c1)OCO2)C1CCCN1C(=O)OCc1ccccc1 (stereo unspecified) | ? | .
CN(Cc1cccs1)C(=O)CSc1nc2ccccc2[nH]1 | 23.1% | 1.3
Cn1cc(/C=C/C(=O)N2CCCC(C(=O)c3cccc(C(F)(F)F)c3)C2)cn1 (stereo unspecified) | 1.3% | 15.1
O=C(CN(C(=O)CNC(=O)c1ccco1)c1ccccc1F)NC1CCCCC1 | ? | .
CCNS(=O)(=O)c1cc(OC)c(Cl)cc1OC | -1.3% | -3.0
COc1ccc(NC(=O)c2ccc3ccccc3n2)cc1S(=O)(=O)N1CCCCC1 | ? | .
COc1ccc2[nH]c(=O)c(CN(C(=O)NC3CCCCC3)C3CCCC3)cc2c1 | 8.1% | 4.9
O=C(NC1CCCC1)c1n[nH]c2ccccc12 | ? | .
O=S(=O)(CCN1CCSCC1)c1ccc(Cl)cc1 | 9.0% | 1.3
O=C(O)c1cc2c(cc1Cl)N1CCCCCC1=NS2(=O)=O | -2.2% | 8.4
COc1ccc([N+](=O)[O-])cc1NC(=S)NC(NC(C)=O)C(Cl)(Cl)Cl (stereo unspecified) | -2.1% | 2.8
CCCNC(=O)C1CN(C(=O)c2nn(Cc3ccccc3)c(=O)c3ccccc23)c2ccccc2O1 (stereo unspecified) | ? | .
Cc1cccc(C)c1NC(=O)C(NC=O)c1ccccc1 (stereo unspecified) | 8.8% | 2.8
CC(C)(ONC(=O)Nc1ccccc1Cl)C(=O)O | 5.6% | 19.7
O=C1CC(N2CCCCC2)C(=O)N1c1ccccc1 (stereo unspecified) | 3.1% | -12.5
Cc1ccc2[nH]c(O)c(N=NC(N)=S)c2c1 | -0.7% | 9.0
Cc1ccc(/C=[N+](\[O-])c2ccc(N(C)C)cc2)c2nsnc12 | ? | .
O=C(CNC(=O)c1cc(=O)[nH]c2ccccc12)Nc1ccc(F)c(F)c1 | ? | .
CCN1CCN(c2ccc(NC(=O)c3cccc4ncccc34)cc2)CC1 | i | -16.8
c1ccc(CCn2c(SCc3ccccc3)nnc2-c2ccncc2)cc1 | ? | .
CCOC(=O)N1CCN(c2cc(=O)n(Cc3ccc(F)cc3)c(=O)[nH]2)CC1 | 7.4% | 4.1
CC(=O)Nn1cc2c(c1-c1ccccc1)c(=O)n(C)c(=O)n2C | 10.8% | -6.9
O=C(O)CC(NC(=O)c1cccc(F)c1)c1ccc(OC2CCCC2)cc1 (stereo unspecified) | ? | .
Cc1nn(Cc2ccc(Cl)c(Cl)c2)c(C)c1NC(=O)c1cc(-c2ccc3c(c2)OCO3)on1 | 13.6% | 0.3
Cc1ccc(C(=O)N/N=C2\CC3CC=CC23)c(C)c1 (stereo unspecified) | ? | .
CCS(=O)(=O)N1CCN=C1SC(C)c1ccccc1 (stereo unspecified) | i | -12.0
CCCOC(=O)c1cccc(NC(=O)COc2ccc([N+](=O)[O-])cc2)c1 | ? | .
Cc1ccc(NC(=O)CC2Oc3ccc(C)cc3NC2=O)c(C)c1 (stereo unspecified) | -7.1% | 7.7
CC1Sc2ccc(C(=O)O)cc2NC1=O (stereo unspecified) | ? | .
Cc1cc(N)c2ccccc2n1 | i | -36.3
COCCN1C(=O)N(c2cccc(OC)c2)C(=O)C1CC(=O)Nc1cccc(F)c1 (stereo unspecified) | ? | .
COc1cc2c(cc1OC)-c1cc(OCc3ccccc3Cl)nc(=O)n1CC2 | ? | .
N=c1c2cn[nH]c2nc(SCC(=O)c2ccc(Br)cc2)n1-c1ccc(Br)cc1 | i | .
CSC(=Nc1ccccc1)C1=C(O)COC1=O | -2.3% | 14.8
COC(=O)c1ccccc1NC(=O)C1CCN(c2ncnc3c2nc2n3CCCCC2)CC1 | ? | .
Clc1ccc2nc(-c3ccccc3)cn2c1 | ? | .
COc1ccc(C(=O)C2CCCN(C(=O)COc3ccc(C(C)=O)cc3)C2)cc1F (stereo unspecified) | -0.7% | -1.4
CC1CCN(c2c(NCC3CCC(C(=O)NCCC4=CCCCC4)CC3)c(=O)c2=O)CC1 (stereo unspecified) | -0.1% | -7.8
Cc1ccc(F)cc1NC(=O)CN1CCN(c2ccccn2)CC1 | ? | .
O=C(Nc1ccccc1)Nc1nc(-c2ccc(F)cc2)cs1 | ? | .
O=C1CCN(CCc2ccccc2)CCN1CCSc1ccc(Br)cc1 | 9.5% | -4.9
O=C(/C=C/c1cccc(Br)c1)N1CCN(c2cccc(C(F)(F)F)c2)CC1 | -1.6% | 2.2
Cn1ccnc1-c1ccc(-c2nccn2C)cc1 | ? | .
CCn1cc(-c2cc(C(=O)O)c3ccccc3n2)cn1 | ? | .
CCCC(=O)Nc1nc2c(C)c(Cl)ccc2s1 | 21.2% | -17.4
CCN(CCCNC(=O)CCn1c(=S)[nH]c2cc3c(cc2c1=O)OCO3)c1cccc(C)c1 | ? | .
O=C(CN1C(=O)COc2ccccc21)N1CCCC1 | 13.1% | -13.3
CC/S(C)=N/S(=O)(=O)c1ccc(C)cc1 (stereo unspecified) | ? | .
O=C(Nc1cccc(S(=O)(=O)C(F)F)c1)c1ccc(S(=O)(=O)N2CCCCC2)cc1 | ? | .
COc1cc(S(=O)(=O)N2CCN(Cc3ccc4c(c3)OCO4)CC2)c(C)cc1C | 13.1% | 5.0
COc1ccc(/C=N/O)cc1COc1ccc(NC(C)=O)cc1 | 3.5% | 6.3
CCOC(=O)COc1c(OC)cc(Cl)cc1C1Nc2ccccc2C(=O)N1c1ccc(F)cc1 (stereo unspecified) | -4.0% | -3.7
Cc1ccccc1OCc1nnc2n1CC(C)S2 (stereo unspecified) | 13.8% | 10.5
CCn1c(Cc2ccccc2)nnc1SCC(=O)Nc1ccccc1 | ? | .

# 3 entries from above, ordered by the number in Lipid storage S3 cell count max, lowest first.
structure	Lipid storage S3 cell count max
O=S(=O)(CCN1CCSCC1)c1ccc(Cl)cc1	1.3
CCOc1ccc2[nH]c(=O)c(CN(CCCO)C(C)=O)cc2c1	10.3
Cn1cc(/C=C/C(=O)N2CCCC(C(=O)c3cccc(C(F)(F)F)c3)C2)cn1 (stereo unspecified)	15.1

# From PubChem
